FLuc modulator: counter-screen for miR-21 project: firefly luciferase inhibitors or activators | purified FLuc, Km substrates, luminescence inhibition | Potency, µM (doses to about 57.5 µM), for inactives: at the highest dose activity change, negative = inhibition, actives largely listed as inhibitors | 6.9% of 360,000 active | P08659;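 note: potency is the fitted concentration of half-maximal effect; plate controls were vehicle for no effect and reference inhibitor for full effect; nearly all actives have a fitted effect of over 55% in size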
Target sequence (P08659 whole entry, looked up): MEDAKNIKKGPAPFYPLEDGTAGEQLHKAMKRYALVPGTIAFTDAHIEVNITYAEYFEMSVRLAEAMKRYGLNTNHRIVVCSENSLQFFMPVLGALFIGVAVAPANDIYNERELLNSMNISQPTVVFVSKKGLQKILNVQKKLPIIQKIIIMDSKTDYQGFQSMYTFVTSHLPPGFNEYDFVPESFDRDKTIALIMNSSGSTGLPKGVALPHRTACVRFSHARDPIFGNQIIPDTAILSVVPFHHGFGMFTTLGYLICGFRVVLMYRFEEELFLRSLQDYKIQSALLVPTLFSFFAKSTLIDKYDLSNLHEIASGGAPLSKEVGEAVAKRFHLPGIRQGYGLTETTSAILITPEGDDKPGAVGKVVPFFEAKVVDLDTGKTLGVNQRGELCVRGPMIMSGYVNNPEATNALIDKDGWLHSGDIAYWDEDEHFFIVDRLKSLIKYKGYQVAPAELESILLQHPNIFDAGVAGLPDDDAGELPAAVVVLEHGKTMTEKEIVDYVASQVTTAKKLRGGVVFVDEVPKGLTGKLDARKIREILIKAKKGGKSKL
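Purified P. pyralis luciferase, 10 nM final, with Km-level 10 uM D-luciferin and 10 uM ATP in 50 mM Tris acetate pH 7.5, 10 mM Mg acetate, 0.01% Tween-20, 0.05% BSA; 6-point qHTS titration about 60 µM downward; luminescence read.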
ELG1 genotoxic: inducers of genotoxicity in HEK293T ELG1-luciferase cells | HEK293T ELG1-luciferase reporter, luminescence, 16 h | Potency, µM (highest dose often 46 µM), for inactives: top-dose activity change, positive = activation, hits mostly activators | 1.3% of 330,000 active | AID 504466; note: potency is the fitted concentration of half-maximal effect; % of control where 0% means no effect; nearly all actives have a fitted effect of over 60% in size
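HEK293T cells expressing luciferase-tagged ELG1 were exposed to compound or DMSO vehicle for 16 hr at 37 °C and 5% CO2. Luciferase activity was then measured with ONE-Glo after 30 min at room temperature.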
TRPV1 ag: human TRPV1 agonism | Q8NER1 | TRPV1-expressing cells, Fluo-8 calcium influx, agonist mode | activation, % at 8.33 µM | 0.19% of 320,000 active | AID 540275; in the data active = activation above about 80%; inconclusive = between about 30% and that limit; note: 0% is about no effect
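TRPV1-expressing cells were cultured overnight at 35.5C and loaded with Fluo-8 calcium dye for 40 to 90 min at room temperature. After a 10 s baseline, compound was added and calcium influx was read kinetically for 3 min (ex 480/em 520 nm).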
VP16 counter: Gal4-VP16 reporter inhibition counter-screen; AID 2546; 3.5% of 310,000 active; Drosophila S2 Gal4-VP16 UAS-luciferase, luminescence, 20 h; Potency, µM (highest dose often 53.6 µM), for the others: at the top dose activity, negative = inhibition, most hits filed as inhibitors;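 note: Gal4-VP16 expression switched on by copper sulfate through the metallothionein promoter; potency is the fitted concentration of half-maximal effect; % is set by controls: 0 for no effect and ±100 for the full control effect; nearly all actives have a fitted effect of over 50% in size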
ELG1 repair inh: blocks ELG1-dependent DNA repair in HEK293T cells; AID 504467; HEK293T ELG1-luciferase reporter, luminescence, 16 h; DNA damage induced by 5-fluorouridine; Potency, µM (titrated, usually from 46.1 µM), inactives show at the highest dose activity change, negative = inhibition, usual class: inhibitors; 2.3% of 330,000 active; note: potency is the fitted concentration of half-maximal effect; % is set by controls: 0 for no effect and ±100 for the full control effect; nearly all actives have a fitted effect of over 55% in size
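Overnight (16 hr) co-exposure of 2,000 cells/well to 5-fluorouridine and compound at 37 °C preceded detection. Luciferase was quantified via ONE-Glo luminescence; loss of signal denotes inhibition.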
RORg inh: inhibitors of mouse ROR gamma transcriptional activity. P51450. Drosophila S2 Gal4-RORgamma UAS-luciferase reporter, 20 h. Potency, µM (highest dose often 53.6 µM), for the others: at the highest dose activity change, negative = inhibition, hits mostly inhibitors. 5.4% of 310,000 active. AID 2551; note: potency is the fitted concentration of half-maximal effect; % is set by controls: 0 for no effect and ±100 for the full control effect; nearly all actives have a fitted effect of over 60% in size
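Schneider cells (Drosophila), stable Gal4 DBD–ROR gamma + UAS-luc; 1 hr cmpd preincubation; Cu2+ induction 700 uM final; 20 hr ambient; luminescence.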
NPC1 prom act: NPC1 promoter activation. Huh7 NPC1 promoter luciferase reporter, 24 h. Potency, µM (series often up to 9.22 µM), for inactives: at the top dose activation, hits mostly activators. 2.4% of 320,000 active. AID 485313;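 note: potency is the fitted concentration of half-maximal effect; % of control where 0% means no effect; nearly all actives have a fitted effect of over 60% in size; reporter is driven by a mutant NPC1 promoter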
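Stable NPC1-promoter luciferase Huh7 line; cpd (DMSO) 24 h, 37 °C, 5% CO2; Amplite luciferase reagent 10 min RT; luminescence readout. qHTS format.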
Rab9 promoter act: Rab9 promoter activation; Huh7 Rab9 promoter-luciferase reporter, luminescence, 24 h; Potency, µM (doses to about 9.22 µM), for the others: at the highest dose activation, negative = inhibition, usual class: activators; 2.8% of 320,000 active; AID 485297; note: potency is the fitted concentration of half-maximal effect; % of control where 0% means no effect; nearly all actives have a fitted effect of over 60% in size
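Huh7 cells stably carrying a Rab9 promoter-luciferase reporter, 1500 cells per well in OP-MEM I with 10% FBS, treated with compound 24 hours at 37C. Luciferase activity read by luminescence after 10 minutes with Amplite reagent.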
Tb PFK inh: T. brucei PFK enzyme inhibition; Potency, µM (series often up to 57.5 µM), for inactives: top-dose activity, negative = inhibition, actives largely listed as inhibitors; T. brucei PFK, ADP-Glo luminescence; 0.17% of 330,000 active; O15648;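 note: potency is the fitted concentration of half-maximal effect; 0% = uninhibited 1x PFK enzyme wells and -100% = no-enzyme wells; nearly all actives have a fitted effect of over 60% in size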
Target sequence (O15648 whole entry, looked up): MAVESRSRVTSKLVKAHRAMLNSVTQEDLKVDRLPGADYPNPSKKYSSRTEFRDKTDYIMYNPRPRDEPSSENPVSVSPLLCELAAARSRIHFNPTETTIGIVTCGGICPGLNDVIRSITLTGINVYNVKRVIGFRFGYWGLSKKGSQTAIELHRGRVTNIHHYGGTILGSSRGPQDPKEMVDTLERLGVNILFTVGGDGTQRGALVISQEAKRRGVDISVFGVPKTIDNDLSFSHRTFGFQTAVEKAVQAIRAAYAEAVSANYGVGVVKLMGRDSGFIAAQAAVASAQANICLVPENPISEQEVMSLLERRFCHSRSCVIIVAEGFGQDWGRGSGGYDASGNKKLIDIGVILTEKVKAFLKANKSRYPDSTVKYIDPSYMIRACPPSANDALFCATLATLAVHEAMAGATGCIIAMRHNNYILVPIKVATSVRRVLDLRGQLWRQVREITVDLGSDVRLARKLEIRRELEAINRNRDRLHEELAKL
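Luminescent ADP detection (ADP-Glo, two-step: ATP depletion then ADP-to-ATP conversion for luciferase) reported PFK activity after 45 min room-temperature reaction of 1.25 nM enzyme with 0.5 mM F6P and 0.1 mM ATP at pH 8.0.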
BRCA1 expr up: increases BRCA1 expression. MCF7-BRCA1-FFLuc reporter, luminescence, 48 h; response scale: scaled: vehicle 0%, 10 µM genistein 100%. Potency, µM (titrated, usually from 46.1 µM), inactives show top-dose activation, hits mostly activators. 1.1% of 380,000 active; note: potency is the fitted concentration of half-maximal effect; nearly all actives have a fitted effect of over 80% in size; some results filed as inactive show a strong effect at the top dose
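48 h compound treatment of MCF7-BRCA1-FFLuc cells (phenol-red free MEM, 37 °C), then 15 min with luciferase substrate and luminescence imaging.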
p53 reactivator: mutant p53 re-activation in reporter cells; 0.063% of 320,000 active; Potency, µM (titrated, usually from 92.2 µM), for inactives: top-dose activity change, positive = activation, most hits filed as activators; H1299 p53-A138V BP100-luciferase reporter, luminescence, 24 h; note: potency is the fitted concentration of half-maximal effect; % of control where 0% means no effect; nearly all actives have a fitted effect of over 45% in size
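H1299 (p53-null), stable ts p53-A138V + BP100-Luc; 1000 cells/well, Opti-MEM/10% FBS; cpd 4 pt, 1:5; 24 h, 37 deg C, 5% CO2; detection reagent 10 min RT; luminescence.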
* marks the source's active call; other numbers are inactive results; ? = inconclusive; / = no result given; [ ] = another dose, or the depositor's remark. Unless noted, calls come from the whole dose curve; as a rule, active = well fitted curve in the direction sought with a large enough effect; inconclusive = small, poorly fitted or top-dose-only effect, or another doubt; inactive = no such curve, though single readings can be large; an effect the other way counts as inactive or inconclusive.

SMILES	FLuc modulator	ELG1 genotoxic	TRPV1 ag	VP16 counter	ELG1 repair inh	RORg inh	NPC1 prom act	Rab9 promoter act	Tb PFK inh	BRCA1 expr up	p53 reactivator
COc1cccc(Oc2coc3cc(OC(=O)N4CCOCC4)ccc3c2=O)c1	1%	-6%	?	?	?	?	-5%	0%	0%	1%	-3%
CCC(C)NC(=O)COc1ccc(Br)c(C)c1 (configuration not stated)	-6%	-1%	?	19%	0%	?	4%	14%	1%	30%	3%
Cc1cc(C)c(NC(=O)c2ccc(S(=O)(=O)N(C)C)cc2)c(C)n1	4%	-1%	1	2%	1%	13%	0%	1%	4%	0%	2%
COc1ccccc1NC(=O)c1ccccc1S(=O)(=O)c1ccccc1[N+](=O)[O-]	-1%	-6%	-4	-5%	-2%	-2%	2%	-8%	0%	1%	1%
CC1CCc2c(sc(NC(=O)CN3CCN(C(=O)c4ccco4)CC3)c2C#N)C1 (configuration not stated)	?	-3%	-3	2%	16µM*	?	1%	-1%	-2%	-25%	-3%
CCOC(=O)c1nn(-c2ccc(F)cc2)c(=O)cc1OCC(=O)Nc1cccc(C)c1	-1%	14%	-4	/	?	/	8%	-13%	4%	2%	-3%
CCOc1ccc(C(C)NC(=S)NCc2ccc(F)cc2)cc1 (configuration not stated)	5%	-13%	86*	3.2µM*	?	3.5µM*	-1%	1%	1%	-24%	-9%
CCn1c(N)c(C(=O)NC2CCCCC2)sc1=S	-12%	4%	10	-3%	22%	?	0%	2%	2%	9%	3%
Cc1ccc(C2=NN(C(=S)Nc3ccccc3)C(c3ccco3)C2)cc1 (configuration not stated)	7.6µM*	?	2	9%	?	?	2.8µM*	3.2µM*	0%	?	15%
O=C(/C=C/c1ccco1)OCc1nnc(-c2ccc(Cl)cc2)o1	-5%	1%	11	-7%	12%	16%	-4%	-5%	-1%	3%	-1%
O=C(Nc1ccc(CN2CCOCC2)cc1)c1cc(Cl)ccc1Cl	-2%	1%	5	1%	-19%	11%	-4%	2%	-1%	34%	18%
CCOCCCn1cnc2c(c1=O)c1nc3ccccc3nc1n2-c1ccccc1	-2%	-6%	-2	-3%	-9%	3%	-9%	2%	1%	-17%	-18%
Cn1ncc2c(N3CCN(c4ccc(Cl)c(Cl)c4)CC3)ncnc21	-3%	?	-2	-8%	?	11%	-27%	-44%[inhibitor]	-19%	-20%	0%
Cc1cccc(NC(=O)COc2ccc(Br)cc2/C=N/O)c1	5.4µM*	?	-5	5µM*	?	5.6µM*	4µM*	4µM*	0%	4.5µM*	?
CCOc1cc(CNc2ccccc2SC)ccc1O	-17%	12%	5	2%	6%	24%	0%	-1%	-2%	/	0%
CCC(C)c1ccc(O)c(NC(=O)c2cncc(Br)c2)c1 (configuration not stated)	?	-8%	21	?	-23%	?	8%	4%	-5%	-11%	1%
O=C(O)c1cc(-c2ccccc2)n(-c2ccccc2C(=O)O)n1	-3%	-3%	3	-5%	17%	24%	1%	5%	-1%	7%	-10%
COC(=O)[C@H](Cc1ccccc1)NC(=O)NCCc1ccc(F)cc1	-3%	-4%	8	8%	0%	11%	-4%	2%	-2%	-2%	-1%
COc1ccc(/C=N/Nc2nnc(Cc3ccc(OC)c(OC)c3)c(=O)[nH]2)cc1	-6%	-1%	-2	-1%	?	0%	4%	-1%	2%	-86%	-3%
Cc1nn(Cc2c(F)c(F)c(F)c(F)c2F)c(C)c1NC(=O)c1nn(C)cc1[N+](=O)[O-]	3%	0%	1	-3%	-10%	31%	-2%	-4%	1%	-1%	3%
O=C(CCN1C(=O)C2C3C=CC(C3)C2C1=O)Nc1ccccc1 (configuration not stated)	5%	1%	2	-5%	-18%	2%	-4%	-3%	9%	19%	-3%
COc1ccccc1CN1C(=O)c2ccncc2C1=O	2%	2%	-3	-9%	-1%	-18%	-1%	-3%	0%	4%	-4%
Cc1ccc(/C=C/c2nnc(-c3ccc(C)cc3)o2)cc1	-16%	3%	24	-7%	12%	-17%	1%	-6%	0%	53%	-3%
COC(=O)C1=C(C)NC(=S)NC1c1ccc(OC(=O)c2ccco2)cc1 (configuration not stated)	-2%	3%	1	-1%	7%	-27%	-3%	2%	0%	-11%	0%
COc1ccc(NC(=S)Nc2ccc(OC)cc2OC)c(OC)c1	0%	-1%	-2	?	8%	?	4%	-4%	0%	-22%	-6%
SMILES	FLuc modulator	ELG1 genotoxic	TRPV1 ag	VP16 counter	ELG1 repair inh	RORg inh	NPC1 prom act	Rab9 promoter act	Tb PFK inh	BRCA1 expr up	p53 reactivator
CCCCCSc1nnc2c(n1)OC(C)N(C(C)=O)c1ccccc1-2 (configuration not stated)	-8%	3%	-1	6%	-6%	28%	0%	-3%	-7%	-1%	-4%
Cc1cc(NC(=O)C2CC(=O)N(c3ccccc3)C2)no1 (configuration not stated)	-2%	0%	-1	-7%	10%	-9%	-3%	-4%	0%	-21%	5%
Cc1ccc(S(=O)(=O)N(CC(=O)NCc2ccco2)c2ccccc2C)cc1	1%	-7%	23	15%	3%	28%	-6%	9%	-3%	-19%	0%
O=c1[nH]c(COc2ccc(Br)cc2Cl)nc2ccccc12	1.9µM*	7.3µM*	-3	7%	?	36%	3.2µM*	3.5µM*	2%	4µM*	22%
CC(=O)c1cnc(Nc2cccc(Cl)c2Cl)s1	?	?	14	-4%[10 µM]	?	16%	23%	?	-12%	10µM*	1%
CCn1c(SCC(=O)NCc2ccccc2)nnc1-c1c[nH]c2ccccc12	4%	-1%	0	-2%	-17%	?	-5%	0%	1%	-29%	3%
CC(C)NC(=O)C1CCN(Cc2cccc(Oc3ccccc3)c2)CC1	-6%	-6%	13	1%	3%	-21%	-6%	0%	5%	0%	11%
O=C(O)[C@@H]1CSC2(CCSC2)N1 (some centres not stated)	1%	-10%	1	-8%	12%	-9%	-2%	7%	1%	/	-3%
Cc1cc(NC(=O)c2c(F)c(F)c(F)c(F)c2F)no1	4%	-23%	2	2%	-1%	-36%	-2%	-8%	-12%	-21%	?
CC(C)N(Cc1ccccc1)C(=O)COC(=O)c1c(F)cccc1F	/	1%	/	/	2%	/	/	/	0%	-13%	4%
Cc1cc(C(=O)Nc2ccc3c(c2)OCO3)no1	-5%	-19%	6	-3%	-23%	-14%	0%	1%	-1%	74%	2%
Cc1nnc(SCc2cccc([N+](=O)[O-])c2)s1	-15%	11%	3	4%	?	36%	15%	12%	-7%	85%	-7%
Cc1cc(C)c(C)c(OCCn2ccnc2)c1	2%	-4%	2	?	-13%	?	0%	4%	0%	-11%	0%
CCC(C)[C@H](NC(=O)N1CC(=O)Nc2ccccc21)C(=O)N1CCC(C(=O)O)CC1 (some centres not stated)	3%	2%	-4	-6%	?	-9%	-3%	9%	-4%	-5%	3%
O=C(CCN1C(=O)[C@@H]2Cc3ccccc3CN2C1=O)NCc1ccccc1Cl	0%	0%	0	-1%	0%	-7%	14%	-1%	-1%	19%	-2%
Cc1cccc(NC(=O)CCCC(=O)OC(C)C(=O)c2ccccc2)c1 (configuration not stated)	-3%	-2%	-7	0%	0%	6%	-3%	-2%	1%	-2%	5%
Cn1c(=O)n(Cc2ccccc2Br)c2ccccc21	-19%	3%	6	-12%	15%	-6%	-6%	-16%	-2%	5%	7%
O=C(Nc1ccccc1)C1=C[C@@H](C2CC2)C[C@@H](OCCCCO)O1	17µM*	?	11	-5%	?	30%	0%	1%	1%	12%	11%
CSc1cccc(NC(=O)N2CCCC(CNS(=O)(=O)Cc3ccccc3)C2)c1 (configuration not stated)	-16%	-6%	14	2%	-16%	32%	-5%	0%	1%	1%	-4%
CC1CN(S(=O)(=O)c2cccc(C(=O)OC(C)C(=O)NC3CCCCC3C)c2)CC(C)O1 (configuration not stated)	2%	-8%	6	-4%	?	3%	0%	3%	-3%	19%	-5%
Cc1cccc(OCCCSc2nc3ccc(C)cc3[nH]2)c1	-22%	-4%	?	?	12%	0%	6%	0%	-8%	-2%	13%
O=C(CNS(=O)(=O)c1cccs1)NCc1ccccc1	0%	-1%	0	1%	-1%	-3%	0%	-4%	-3%	17%	2%

Some of the entries so far, comma-delimited.
Compound,FLuc modulator,ELG1 genotoxic,TRPV1 ag,VP16 counter,ELG1 repair inh,RORg inh,NPC1 prom act,Rab9 promoter act,Tb PFK inh,BRCA1 expr up,p53 reactivator
Cc1ccc(S(=O)(=O)N(CC(=O)NCc2ccco2)c2ccccc2C)cc1,1%,-7%,23,15%,3%,28%,-6%,9%,-3%,-19%,0%
O=c1[nH]c(COc2ccc(Br)cc2Cl)nc2ccccc12,1.9µM*,7.3µM*,-3,7%,?,36%,3.2µM*,3.5µM*,2%,4µM*,22%
CC(=O)c1cnc(Nc2cccc(Cl)c2Cl)s1,?,?,14,-4%[10 µM],?,16%,23%,?,-12%,10µM*,1%
